# Source: PubChem BioAssay (National Center for Advancing Translational Sciences (NCATS))
# RECQ1 inh – blocks DNA unwinding by human RECQ1; AID 2549; RECQ1 DNA unwinding, red fluorescence kinetic read; Potency, µM (highest dose often 57.3 µM), for inactives: at the top dose activity, negative = inhibition, usual class: inhibitors; 0.54% of 240,000 active; P46063;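 further: plate controls were vehicle for no effect and no enzyme for full effect; nearly all actives have a fitted effect of over 30% in size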
# Target sequence (P46063 whole entry, looked up): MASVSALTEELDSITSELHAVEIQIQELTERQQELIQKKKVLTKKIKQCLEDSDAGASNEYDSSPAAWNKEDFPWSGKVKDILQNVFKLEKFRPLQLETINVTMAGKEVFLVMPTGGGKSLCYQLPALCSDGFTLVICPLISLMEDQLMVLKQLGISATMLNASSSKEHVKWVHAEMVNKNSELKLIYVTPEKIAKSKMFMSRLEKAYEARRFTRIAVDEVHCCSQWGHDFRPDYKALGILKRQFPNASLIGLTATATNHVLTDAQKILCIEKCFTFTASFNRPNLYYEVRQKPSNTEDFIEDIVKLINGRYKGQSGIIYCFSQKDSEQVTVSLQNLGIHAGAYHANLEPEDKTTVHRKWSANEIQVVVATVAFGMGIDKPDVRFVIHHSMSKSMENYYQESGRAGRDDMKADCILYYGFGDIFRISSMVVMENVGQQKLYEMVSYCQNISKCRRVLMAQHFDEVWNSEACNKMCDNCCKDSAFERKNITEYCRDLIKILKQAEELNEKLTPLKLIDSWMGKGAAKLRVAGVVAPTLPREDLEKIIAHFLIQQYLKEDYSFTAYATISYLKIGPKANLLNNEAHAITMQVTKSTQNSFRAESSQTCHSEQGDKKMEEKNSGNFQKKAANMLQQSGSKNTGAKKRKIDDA
#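 RECQ1T1 50 nM; forked duplex (20 bp + 30-nt ss tails) 200 nM, ATP 2 mM final; pH 8.0, 2 mM MgCl2, 2.5 ug/ml poly(dI-dC); 15 min compound preincubation; discontinuous kinetic read over 2 h at RT.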
# JMJD2E inh – JMJD2E (human) inhibition; B2RXH2; JMJD2E catalytic domain, FDH-coupled NADH fluorescence (FDH is formaldehyde dehydrogenase); Potency, µM (series often up to 57.1 µM), inactives show at the top dose activity change, negative = inhibition, hits mostly inhibitors; 1.6% of 230,000 active; active means well fitted inhibition curve with a large enough effect, not every such curve was filed as active; inconclusive means small, poorly fitted or top-dose-only effect, or another doubt; inactive means no such curve, though single readings can be large or run the other way;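 further: 0% = wells with enzyme and -100% = buffer wells without enzyme; nearly all actives have a fitted effect of over 50% in size; many of its hits are not listed in these tables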
# Tau FP inhib – tau fibrillization inhibition (FP). Potency, µM (highest dose often 57.7 µM), without a hit: top-dose activity, negative = inhibition, actives largely listed as inhibitors. K18 P301L tau heparin fibrillization, Alexa594 FP, 6 h. P10636. 0.39% of 280,000 active. AID 1468; further: nearly all actives have a fitted effect of over 55% in size
# Target sequence (P10636 561-689 P618L limits assumed): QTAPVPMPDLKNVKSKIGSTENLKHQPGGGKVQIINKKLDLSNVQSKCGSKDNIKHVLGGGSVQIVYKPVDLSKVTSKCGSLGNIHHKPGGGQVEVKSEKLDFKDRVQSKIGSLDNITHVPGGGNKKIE
#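 Human K18 P301L fragment (15 uM unlabeled plus 0.24 uM Alexa 594-labeled) in 100 mM sodium acetate pH 7 with compound, aggregation induced by 20 uM heparin for 6 hr at 37 C. ThT (30 uM) added for 1 hr, then Alexa 594 FP read.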
# Tau ThT inhib – tau fibrillization inhibition (ThT binding). P10636. recombinant tau K18 P301L (four-repeat tau fragment), heparin-induced fibrillization, ThT fluorescence. Potency, µM (doses to about 57.4 µM), inactives show at the top dose activity, negative = inhibition, actives largely listed as inhibitors. 2.1% of 270,000 active; further: nearly all actives have a fitted effect of over 55% in size
#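 In this qHTS, human K18 P301L tau is incubated with compound and heparin for 6 hr at 37 C, and Thioflavin T fluorescence then reports fibril load.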
# GoLoco inh red – inhibitors of human Gai1-RGS12 GoLoco interaction (red fluorophore). P63096. Gai1:RGS12 GoLoco peptide FP, rhodamine, 10 min. Potency, µM (top dose mostly 61.6 µM), for inactives: at the top dose activity, negative = inhibition, actives largely listed as inhibitors. 0.44% of 230,000 active. AID 880; active means well fitted inhibition curve with a large enough effect, not every such curve was filed as active; inactive means no such curve, though single readings can be large or run the other way; further: nearly all actives have a fitted effect of over 30% in size; many of its hits are not listed in these tables
# TexasRed fluor – counter-screen for TRb-SRC2 inhibitors: fluorescence interference; TRb/SRC2 Texas Red total fluorescence interference; Potency, µM (highest dose often 106 µM), for the others: at the highest dose fluorescence change, negative = quenching; 0.29% of 280,000 active; AID 1479; active means well fitted curve in either direction with a large enough effect; inconclusive means small, poorly fitted or top-dose-only effect
#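 Human TRβ ligand-binding domain (0.6 uM) and Texas Red SRC2 peptide (20 nM) in Tris buffer with 1 uM T3 and 5% DMSO were incubated with pinned compound for 5 hr at ambient temperature. Total fluorescence was computed as S + 2P (555/632 nm).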
# TRb-SRC2 inh – inhibitors of human thyroid hormone receptor beta-SRC2 interaction | P10828 | TRbeta-SRC2 peptide binding, fluorescence polarization; receptor liganded with 1 µM T3 | Potency, µM (titrated, usually from 106 µM), inactives show at the highest dose activity change, negative = inhibition, actives largely listed as inhibitors | 0.065% of 280,000 active;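 further: plate controls were bound peptide for no effect and peptide without receptor for full effect; nearly all actives have a fitted effect of over 50% in size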
#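 Polarization signal, normalized between peptide-alone and full complex controls, measured compound effects on T3-liganded human TRb LBD (0.6 uM) binding 20 nM Texas Red SRC2 peptide after 5 hr.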
# L3MBTL1 block – L3MBTL1 (human) inhibition; Q9Y468; AlphaScreen L3MBTL1–H3K9me1 peptide binding; Potency, µM (top dose mostly 57.1 µM), inactives show top-dose activity, negative = inhibition, usual class: inhibitors; 0.66% of 230,000 active; AID 485360; further: nearly all actives have a fitted effect of over 60% in size
#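 First, the protein-peptide complex forms for 30 min at room temperature (L3MBTL1 50 nM, biotinylated H3K9me1 peptide 75 nM). Next, compounds are pin-transferred and incubated 30 min. Finally, AlphaScreen beads are added and read after 30 min.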
# Starred values were filed as active, the others as inactive; i = inactive; ? = inconclusive; nt = not tested or not shown; [ ] = remark or other dose. Unless noted, the call rests on the fitted dose curve; in most records, active means well fitted curve in the direction sought with a large enough effect; inconclusive means small, poorly fitted or top-dose-only effect, or another doubt; inactive means no such curve, though single readings can be large; an effect the other way counts as inactive or inconclusive. Unless noted, on the % scale 0 is the no-effect control and ±100 the full control effect; potency means the concentration at half of the fitted maximal effect. This is a subset; count on the stated rates, not on these rows.
cpd	smiles	RECQ1 inh	JMJD2E inh	Tau FP inhib	Tau ThT inhib
1	O=C(CN1CCCc2ccccc21)NC(=O)NCc1ccco1	3%	-5%	10%	-14%
2	CCSc1nnc(NC(=O)CSc2nc(CC)nc3c2c(=O)n(C)c(=O)n3C)s1	3%	7%	-4%	-2%
3	COc1ccc(CCN(C(=O)C(F)(F)F)C(C(=O)NC2CCCC2)c2cccs2)cc1 (stereo not given)	-11%	6%	-7%	-12%
4	Cc1ccc(SCc2ccc(C(=O)N3CCCC3)cc2)cc1	i	-8%	7%	?
5	CC1=C(C(=O)OCC(C)C)C(c2cccs2)NC(=S)N1 (stereo not given)	-3%	-4%	-10%	13%
6	Cc1ccc2oc(=O)c3cnn(CC(=O)N4CCN(c5cccc(C(F)(F)F)c5)CC4)c3c2c1	nt	nt	-5%	-7%
7	COC(=O)C1=C(C)N=C2SC(C#N)=C(N)N2C1c1ccc(OCc2ccccc2)cc1 (stereo not given)	i	-13%	?	?
8	COc1ccc(C(=O)c2cn(CC(=O)Nc3cc(OC)cc(OC)c3)c3ccc(OC)cc3c2=O)cc1	nt	nt	2%	11%
9	Cc1ccc(N(CC(O)CN2CCCC2)S(=O)(=O)c2ccccc2)cc1 (stereo not given)	i	1%	-3%	9%
10	CCOc1ccccc1NC(=O)CSc1nnnn1Cc1ccccc1	-4%	?	4%	1%
11	COc1c(C)cccc1C(=O)Nc1ccc(N2CCN(S(C)(=O)=O)CC2)cc1	8%	?	-1%	?
12	O=C(CN1c2ccccc2Sc2ccccc21)N/N=C/c1ccccc1	-6%	6%	9%	-8%
13	Cc1cc(C)cc(N(CCC#N)C(=O)CSC2=Nc3ccccc3C3CC=NN23)c1 (stereo not given)	-8%	-2%	-13%	?
14	COc1ccc(C(=O)NNC2=NCCCCC2)cc1	12%	10%	2%	2%
15	COc1cccc(/C=N/NC(=O)c2nc(-c3ccccc3)cc(-c3ccccc3)n2)c1O	6%	1%	0%	?

cpd	GoLoco inh red	TexasRed fluor	TRb-SRC2 inh	L3MBTL1 block
1	6%	-1%	4%	nt
2	3%	5%	2%	-10%
3	-6%	-4%	3%	-4%
4	12%	-3%	1%	-3%[2.29 µM]
5	nt	-8%	-9%	-1%
6	nt	-1%	-7%	nt
7	8%	-4%	1%	nt
8	nt	0%	4%	-1%
9	1%	0%	1%	-5%
10	-7%	-1%	1%	-9%[11.4 µM]
11	-2%	0%	-2%	1%
12	-2%	-2%	2%	-18%
13	3%	-1%	3%	?
14	1%	1%	5%	7%
15	19%	0%	-9%	5%

# Quoted from the listing.
# Reading of compound 13 in JMJD2E inh: -2%
# Reading of compound 9 in L3MBTL1 block: -5%
# Reading of compound 3 in TexasRed fluor: -4%
# Reading of compound 10 in TRb-SRC2 inh: 1%
# Reading of compound 14 in TexasRed fluor: 1%
# Reading of compound 8 in Tau FP inhib: 2%

# (cont.)
cpd	smiles	RECQ1 inh	JMJD2E inh	Tau FP inhib	Tau ThT inhib
16	O=[N+]([O-])c1ccc(N2CCN(C(=S)Nc3ccc(F)cc3F)CC2)cc1	i	-12%	1%	?
17	CCCc1cc(=O)[nH]c2nnc(SCC(=O)Nc3ccc(OC)cc3)n12	nt	nt	-4%	-13%
18	CC(=O)Nc1cc[n+](C(C)C(=O)c2ccc(Cl)cc2)cc1 (stereo not given)	11%	3%	0%	-9%
19	COc1cccc(-n2cnnn2)c1	0%	-1%	-3%	3%
20	CCC(=O)Nc1cc(Cl)ccc1C(=O)O	-4%	?	1%	-6%
21	COc1ccc(OCC(=O)Nc2cc(C)c(Cl)cc2OC)c([N+](=O)[O-])c1	0%	3%	-2%	-7%
22	CCCOC(=O)Cc1c(O)c2ccccc2[nH]c1=O	-4%	?	-8%	1%
23	COCCNC(=O)C1CC(c2ccc(F)cc2)=NO1 (stereo not given)	-14%	3%	5%	-8%
24	Cc1ccc(C)c(NC(=O)C2CC(=O)N(C(C)C)C2)c1 (stereo not given)	i	-4%	-7%	7%
25	O=C(NCC(=O)N(Cc1ccco1)C(C(=O)NC1CCCC1)c1ccncc1)c1cccs1 (stereo not given)	-7%	-11%	-6%	-17%
26	CCOC(=O)c1c(NC(C)=O)sc2c1CCC(C=O)=C2Sc1ccccc1	-33%	-7%	?	14µM*
27	CCOc1ccc(NC(=O)c2oc3ccccc3c2NC(=O)C(C)Oc2ccccc2)cc1 (stereo not given)	nt	nt	?	2%
28	O=C(Nc1nccs1)c1ccc(-c2cccc([N+](=O)[O-])c2)o1	0%	-1%	0%	?
29	Cc1cc(NC(=O)c2cn(C3CCCCC3)c(=O)c3c2c2ccccc2n3C)no1	-15%	?	-7%	-11%
30	CC(C)Cn1c(/C=C/c2ccccc2)nc2ccccc21	-10%	?	-1%	-18%

cpd	GoLoco inh red	TexasRed fluor	TRb-SRC2 inh	L3MBTL1 block
16	12%	-9%	-2%	-14%[11.4 µM]
17	nt	0%	-3%	nt
18	6%	1%	1%	1%
19	3%	1%	0%	nt
20	8%	0%	11%	nt
21	29%	0%	3%	1%
22	2%	-1%	-8%	-6%
23	0%	-1%	-6%	nt
24	6%	-2%	1%	7%
25	9%	1%	11%	9%
26	-17%	-6%	-5%	nt
27	nt	-2%	-1%	nt
28	11%	-6%	-3%	nt
29	2%	2%	6%	-6%
30	nt	-5%	1%	53%[activator]

# Remaining list, next part:
cpd	smiles	RECQ1 inh	JMJD2E inh	Tau FP inhib	Tau ThT inhib
31	O=C(O)c1ccc(N/N=C/c2cn(Cc3ccccc3F)c3ccccc23)cc1	?	?	0%	14µM*
32	Cc1ccc(-c2cn3cccnc3n2)cc1NC(=O)C(C)(C)Oc1ccc(Cl)cc1	nt	nt	2%	?
33	CC(=O)c1ccc(N2CCN(C(=O)c3cccc(Oc4ccccc4)c3)CC2)cc1	-2%	-22%	6%	?
34	N#Cc1nc(Cc2cccc3ccccc23)oc1NCCCn1ccnc1	-1%	1%	8%	-14%
35	COCCCNC(=O)CCn1c(=O)c2ccccc2n(Cc2cccc([N+](=O)[O-])c2)c1=O	-5%	2%	1%	-4%
36	COc1cccc(CN2CCNC(=O)C2CC(=O)NCc2cn3ccccc3n2)c1OC (stereo not given)	-4%	?	-1%	-12%
37	CC(C)Cn1c(N)c(C(=O)COC(=O)c2ccc([N+](=O)[O-])o2)c(=O)n(C)c1=O	-10%	-14%	-12%	-3%
38	CCc1cccc(C)c1NS(=O)(=O)c1ccc(-c2cc(C)no2)s1	nt	nt	-4%	7%
39	Cc1ccc(NC(=O)COc2ncnc3cc([N+](=O)[O-])ccc23)cc1S(=O)(=O)N1CCOCC1	31%[activator]	-2%	7%	-16%
40	O=C(COC(=O)c1cc(S(=O)(=O)N2CCOCC2)ccc1O)NCC1CCCO1 (stereo not given)	-7%	0%	1%	1%
41	O=C(NC(Cc1cc(=O)[nH]c2ccccc12)C(=O)O)c1ccc(Cl)cc1 (stereo not given)	6%	-18%	-2%	-1%
42	CCOc1ccc(-c2[nH]nc3c2C(c2cccnc2)C(C#N)=C(N)O3)cc1 (stereo not given)	i	-10%	8%	-13%
43	Cc1ccc(NC(=O)c2ccc(OCC3CCCO3)cc2)c(C)c1 (stereo not given)	-3%	-1%	3%	?
44	COc1ccc(NC(=O)C(=O)NCC2(c3ccc(OC)c(OC)c3)CCCC2)cc1	nt	nt	-1%	2%
45	O=c1oc(Nc2cccc(F)c2)nc2ccccc12	-12%	?	-6%	-13%

cpd	GoLoco inh red	TexasRed fluor	TRb-SRC2 inh	L3MBTL1 block
31	5%	-10%	-4%	?
32	nt	-3%	0%	nt
33	0%	1%	1%	-9%
34	5%	-1%	2%	?
35	5%	-4%	-5%	nt
36	0%	2%	1%	-1%
37	2%	-1%	-2%	-14%
38	nt	-1%	-1%	nt
39	29%	-2%	-2%	-11%
40	nt	0%	4%	?
41	-17%	-1%	-4%	nt
42	14%	-1%	-8%	nt
43	8%	5%	-6%	13%
44	nt	-1%	1%	nt
45	9%	-1%	2%	5%

# Compound profiles (already shown):
# COCCCNC(=O)CCn1c(=O)c2ccccc2n(Cc2cccc([N+](=O)[O-])c2)c1=O reads RECQ1 inh = -5%; JMJD2E inh = 2%; Tau FP inhib = 1%; Tau ThT inhib = -4%; GoLoco inh red = 5%; TexasRed fluor = -4%; TRb-SRC2 inh = -5%; L3MBTL1 block = nt
# CCc1cccc(C)c1NS(=O)(=O)c1ccc(-c2cc(C)no2)s1 reads RECQ1 inh = nt; JMJD2E inh = nt; Tau FP inhib = -4%; Tau ThT inhib = 7%; GoLoco inh red = nt; TexasRed fluor = -1%; TRb-SRC2 inh = -1%; L3MBTL1 block = nt
# CC(C)Cn1c(N)c(C(=O)COC(=O)c2ccc([N+](=O)[O-])o2)c(=O)n(C)c1=O reads RECQ1 inh = -10%; JMJD2E inh = -14%; Tau FP inhib = -12%; Tau ThT inhib = -3%; GoLoco inh red = 2%; TexasRed fluor = -1%; TRb-SRC2 inh = -2%; L3MBTL1 block = -14%

# Next section.
cpd	smiles	RECQ1 inh	JMJD2E inh	Tau FP inhib	Tau ThT inhib
46	COc1ccc(Cl)cc1Nc1nc(N)nc(C(F)(F)F)n1	i	0%	0%	-9%
47	O=C(Cc1coc2cc3c(cc12)CCC3)OCC(=O)N1CCCC1=O	i	-9%	-8%	-13%
48	COc1ccccc1C(=O)Nc1c(C(=O)N2CCN(c3ccc(F)cc3)CC2)oc2ccccc12	nt	nt	2%	?
49	CCCCc1c(O)nc(SCC(=O)c2ccccc2)n(-c2ccccc2OC)c1=O	-16%	-1%	2%	-14%
50	COc1ccccc1-n1nnnc1SCc1cc2c(cc1Br)OCO2	-24%	-24%	-13%	1%
51	O=C(CCS(=O)(=O)c1nc(-c2ccc3c(c2)OCO3)cc(C(F)(F)F)n1)Nc1ccc(Br)cc1	nt	nt	1%	-5%

cpd	GoLoco inh red	TexasRed fluor	TRb-SRC2 inh	L3MBTL1 block
46	5%	-5%	0%	3%
47	0%	-2%	3%	nt
48	nt	-1%	8%	nt
49	-115%	-3%	-1%	7%
50	6%	-4%	2%	nt
51	nt	-3%	4%	nt
